ERp5 inh – inhibitors of ERp5-driven insulin aggregation, primary screen, biochemical, turbidity, absorbance 650 nm, single point; Protein disulfide-isomerase A6 (Homo sapiens), Q15084; 90 min; inhibition, % at 9.99 µM; 350,000 tested, 0.05% active; AID 651711, 2012;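 active means mean replicate inhibition above about 25%, with every replicate also reaching it, limit read from the data, passing the limit was not always enough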
esBAF inh – Bmi1 luciferase reporter increase in mESCs, primary screen, esBAF inhibitor project, mouse ES cells, Bmi1 luciferase knock-in, single point; reporter increase, % at 12.5 µM; 350,000 tested, 2% active; 24 h; 100% = twice the neutral-well signal; in the data active means activation above about 40%;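 further: 0% = median of the plate's neutral control wells and 100% = double that signal; a rise in the Bmi1 reporter signal indicates esBAF inhibition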
S100A4 inh HTS – inhibitors of S100A4-myosin IIA peptide binding, primary screen, biochemical, fluorescence polarization, TAMRA-MyoIIA peptide; Protein S100-A4 (Homo sapiens), P26447; inhibition, % at 10.7 µM; 360,000 tested, 0.14% active; AID 652163, 2013;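 active means mean inhibition of at least 70% across replicates, with every replicate also reaching that level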
Target sequence (P26447 whole entry, looked up): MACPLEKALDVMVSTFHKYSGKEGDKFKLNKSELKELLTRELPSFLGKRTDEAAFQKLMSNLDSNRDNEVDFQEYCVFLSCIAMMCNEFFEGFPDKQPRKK
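Compound dosing: one dose per compound; test system: human S100A4 monomer with TAMRA-labelled myosin IIA peptide; probe or stimulus: TAMRA-labelled myosin IIA heavy-chain peptide probe, 5 nM; medium: HEPES buffer with Ca2+, pH 7.2; schedule: 5 min incubation before reading; benchmarks: neutral control DMSO, positive control TFP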
E-selectin induc – E-selectin induction in HUVECs, primary screen, imaging, HUVEC, immunofluorescence imaging, single point; normalized: neutral wells 0, TNF-alpha wells 100; activation, % at 7.58 µM; AID 686992, 2013; 260,000 tested, 0.37% active;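 active means mean E-selectin-positive cell signal at least 10% of the positive control, reached in at least 60% of replicates, without over 20% cell loss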;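 further: in these data hits start at about 27%; measured in HUVEC primary endothelial cells; signal is the percent of cells scored E-selectin positive by PE staining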
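material = human umbilical vein endothelial cells (HUVEC), E-selectin induction | quantity = 3,000 cells/well | medium = EGM-2 growth medium on 0.1% gelatin-coated wells | technique = immunofluorescence imaging | read-out basis = % PE-positive cells | control set = TNF-alpha positive control, DMSO neutral control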
RAD52 anneal inh – RAD52 DNA annealing inhibitors, primary screen, biochemical, FRET, single point, set 2; DNA repair protein RAD52 homolog (Homo sapiens), P43351; recombinant RAD52 DNA annealing, FRET fluorescence; inhibition, % at 18.7 µM; 360,000 tested, 0.46% active;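 active means every replicate showing at least 50% inhibition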
RAD54 branch – inhibitors of human RAD54 branch migration, primary screen, biochemical, fluorescence, single point | RAD54 Holliday junction branch migration, FAM/BHQ fluorescence | inhibition, % at 10.4 µM | 360,000 tested, 0.14% active | AID 602329, 2012;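 active means mean normalized replicate activity at least 40 and at least half of replicates scoring 40 or more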;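 further: 0% = median of neutral control wells and 100% = median of positive control wells; inhibitors cause a drop in the FAM fluorescence signal; in these data hits start at about 50%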
XiGFP reactiv – activators of inactive X chromosome reactivation, primary screen, imaging, XiGFP fibroblasts, GFP high-content imaging, set 2; XiGFP mouse fibroblasts, % GFP-positive cells imaging, 3 d; cells co-treated with 5-aza-dC sensitizer; scaled so ellipticine positive control = 100%; activation, % at 7.58 µM; 360,000 tested, 0.055% active; AID 743238, 2013;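 active means mean normalized replicate activation at least 10% and every replicate at or above 10%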;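 further: 0% = median of on-plate neutral control wells and 100% = ellipticine 6 µM median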
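Assay system: SV40-immortalized XiGFP fibroblast cells, line 68-5-11; buffer or medium: DMEM plus 5-aza-dC sensitizer; compound: one concentration, pinned; timing: compounds 3 days, fix/stain 15 min at room temperature; benchmarks: positive control ellipticine, 6 µM final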
ERAP1 inh – human ERAP1 aminopeptidase inhibitors, primary screen, biochemical, single point, plate reader; Endoplasmic reticulum aminopeptidase 1 (Homo sapiens), Q9NZ08; recombinant ERAP1, Leu-AMC fluorescence, 60 min; inhibition, % at 10.7 µM; 340,000 tested, 0.15% active;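 active means mean replicate inhibition of at least 30%, or all replicates individually reaching that 30% level; inactive means mean below 30% and not every replicate reaching it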;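 further: 0% = neutral control wells and 100% = L-leucinethiol positive control wells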
Target sequence (Q9NZ08 whole entry, looked up): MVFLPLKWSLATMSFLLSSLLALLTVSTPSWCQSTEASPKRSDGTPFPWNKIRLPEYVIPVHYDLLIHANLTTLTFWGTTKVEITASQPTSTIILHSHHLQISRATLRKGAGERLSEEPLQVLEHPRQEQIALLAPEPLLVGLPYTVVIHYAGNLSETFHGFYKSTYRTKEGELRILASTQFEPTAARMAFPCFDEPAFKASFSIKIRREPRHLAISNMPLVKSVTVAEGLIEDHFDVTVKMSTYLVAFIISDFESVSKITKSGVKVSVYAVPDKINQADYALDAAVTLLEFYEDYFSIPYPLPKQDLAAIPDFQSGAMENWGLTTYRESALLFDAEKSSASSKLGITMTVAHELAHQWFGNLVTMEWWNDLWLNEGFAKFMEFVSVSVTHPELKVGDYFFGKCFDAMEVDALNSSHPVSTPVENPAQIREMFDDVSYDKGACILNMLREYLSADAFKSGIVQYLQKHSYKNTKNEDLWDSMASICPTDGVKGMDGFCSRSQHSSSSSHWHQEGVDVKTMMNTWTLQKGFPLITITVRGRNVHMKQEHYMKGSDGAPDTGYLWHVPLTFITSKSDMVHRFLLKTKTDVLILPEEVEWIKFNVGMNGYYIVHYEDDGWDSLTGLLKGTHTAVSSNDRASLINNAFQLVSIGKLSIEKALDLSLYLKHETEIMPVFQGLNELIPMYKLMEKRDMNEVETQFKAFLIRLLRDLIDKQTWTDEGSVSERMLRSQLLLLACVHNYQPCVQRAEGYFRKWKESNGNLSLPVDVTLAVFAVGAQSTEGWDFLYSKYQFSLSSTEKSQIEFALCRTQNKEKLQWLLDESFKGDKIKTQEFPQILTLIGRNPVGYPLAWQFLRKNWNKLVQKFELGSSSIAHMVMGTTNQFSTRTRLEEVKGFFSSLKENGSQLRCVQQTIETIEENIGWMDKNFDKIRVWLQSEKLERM
Starred values were filed as active, the others as inactive.

The opening 2 entries (preview)
What do the screens show for `O=C(Nc1ccccc1C(=O)O)c1ccc(NC(=O)C2CC2)cc1`?
ERp5 inh: 3; esBAF inh: -10; S100A4 inh HTS: 8; E-selectin induc: -0.2; RAD52 anneal inh: -8; RAD54 branch: -9; XiGFP reactiv: -0.1; ERAP1 inh: -4

What do the screens show for `O=C(NS(=O)(=O)c1ccc(NC(=O)C2CCCO2)cc1)c1ccccc1` (configuration not stated)?
ERp5 inh: -3; esBAF inh: -5; S100A4 inh HTS: -3; RAD52 anneal inh: -11; RAD54 branch: 4; ERAP1 inh: 2

Main list, previewed entries included:
What do the screens show for `O=C(Nc1ccccc1C(=O)O)c1ccc(NC(=O)C2CC2)cc1`?
ERp5 inh: 3; esBAF inh: -10; S100A4 inh HTS: 8; E-selectin induc: -0.2; RAD52 anneal inh: -8; RAD54 branch: -9; XiGFP reactiv: -0.1; ERAP1 inh: -4

What do the screens show for `O=C(NS(=O)(=O)c1ccc(NC(=O)C2CCCO2)cc1)c1ccccc1` (configuration not stated)?
ERp5 inh: -3; esBAF inh: -5; S100A4 inh HTS: -3; RAD52 anneal inh: -11; RAD54 branch: 4; ERAP1 inh: 2

Results for Cc1sc2nc(CSC(C)C(=O)N3CCOCC3)[nH]c(=O)c2c1C (configuration not stated) ?
ERp5 inh: -1; esBAF inh: 5; S100A4 inh HTS: -3; RAD52 anneal inh: -18; RAD54 branch: -6; XiGFP reactiv: 0.3; ERAP1 inh: 3

How did COc1ccc(CCC(=O)c2ccc(OC)cc2)cc1 do in these assays?
ERp5 inh: -3; S100A4 inh HTS: 0; E-selectin induc: 0.0; RAD52 anneal inh: 3; RAD54 branch: 2; XiGFP reactiv: 0.1; ERAP1 inh: 6

How did COc1cc2c(cc1OC)C(c1ccccc1)N(Cc1ccc(S(=O)(=O)NC(=O)c3ccco3)cc1)CC2 (configuration not stated) do in these assays?
ERp5 inh: 2; S100A4 inh HTS: -2; E-selectin induc: -0.2; RAD52 anneal inh: -12; XiGFP reactiv: -0.1; ERAP1 inh: 1

What do the screens show for `O=C(Nc1ccc([N+](=O)[O-])cc1)Nc1cnccn1`?
ERp5 inh: -1; esBAF inh: -7; S100A4 inh HTS: 0; RAD52 anneal inh: -8; RAD54 branch: -1; XiGFP reactiv: 0.3; ERAP1 inh: -1

What do the screens show for `CO[C@H]1CN(C)C(=O)c2ccc(NS(C)(=O)=O)cc2OC[C@@H](C)N(CC2CCOCC2)C[C@@H]1C`?
ERp5 inh: 1; esBAF inh: -2; S100A4 inh HTS: -18; E-selectin induc: -0.2; RAD52 anneal inh: -2; RAD54 branch: 3; XiGFP reactiv: -0.5; ERAP1 inh: 1

Results for CC(C)(C)[C@H]1CCC(=O)N([C@H](CC#N)Cc2ccccc2)CC1 ?
ERp5 inh: -1; esBAF inh: 7; S100A4 inh HTS: -10; RAD52 anneal inh: -3; RAD54 branch: -9; XiGFP reactiv: 1.0; ERAP1 inh: 2

Results for COC(=O)/C=C1/SC(=NC(=O)c2ccccc2)NC1=O ?
ERp5 inh: -1; esBAF inh: 16; S100A4 inh HTS: -3; RAD52 anneal inh: 2; XiGFP reactiv: 0.0; ERAP1 inh: 0

Results for CCn1c(O)c(N=N)c2ccccc21 ?
ERp5 inh: 2; S100A4 inh HTS: -23; RAD52 anneal inh: -16; XiGFP reactiv: 0.4; ERAP1 inh: -3

How did Cc1ccc(N2C(=O)C3N=NN(CC(=O)N4N=C(c5ccccc5)CC4c4ccccc4)C3C2=O)cc1 (configuration not stated) do in these assays?
ERp5 inh: -38; S100A4 inh HTS: -8; E-selectin induc: 0.5; RAD52 anneal inh: -81; XiGFP reactiv: 0.0; ERAP1 inh: 3

How did CCCCCN(C(=O)CCC(=O)OCC(=O)N(CC)C1CCCCC1)c1c(N)n(CCCC)c(=O)[nH]c1=O do in these assays?
ERp5 inh: -6; esBAF inh: -2; S100A4 inh HTS: 1; E-selectin induc: 3.3; RAD52 anneal inh: 4; RAD54 branch: -8; XiGFP reactiv: 0.2; ERAP1 inh: 4

How did C[C@H](CO)N1C[C@H](C)[C@@H](CN(C)C(=O)Nc2ccc(F)cc2)Oc2ccc(NC(=O)CCC(F)(F)F)cc2CC1=O do in these assays?
ERp5 inh: 2; esBAF inh: 0; S100A4 inh HTS: 1; E-selectin induc: 2.2; RAD52 anneal inh: 9; RAD54 branch: -17; XiGFP reactiv: 0.2; ERAP1 inh: 0

What do the screens show for `COc1cccc(C(=O)Nc2ccc3c(c2)C(=O)N(C)[C@H]2CC[C@H](CC(=O)NCCCN4CCOCC4)O[C@H]2CO3)c1`?
ERp5 inh: 3; esBAF inh: 4; S100A4 inh HTS: -2; E-selectin induc: 0.2; RAD52 anneal inh: 14; RAD54 branch: 7; XiGFP reactiv: 0.0; ERAP1 inh: -5

What do the screens show for `C[C@@H]1CN([C@@H](C)CO)C(=O)c2c(c3ccccc3n2C)-c2ccccc2CO[C@H]1CN(C)C(=O)CCC(F)(F)F`?
ERp5 inh: 0; esBAF inh: 3; S100A4 inh HTS: 5; E-selectin induc: -2.9; RAD52 anneal inh: 4; RAD54 branch: 7; XiGFP reactiv: 0.2; ERAP1 inh: 0

How did O=S(Cc1ccc(Br)cc1)Cc1nnc(SCc2ccc(Br)cc2)n1-c1ccccc1 (configuration not stated) do in these assays?
ERp5 inh: -7; S100A4 inh HTS: 5; E-selectin induc: -0.3; RAD52 anneal inh: -13; XiGFP reactiv: -0.1; ERAP1 inh: -5

Results for CCc1nn(CC(=O)NCCCN2CCCC2=O)c(=O)c2cc3sccc3n12 ?
ERp5 inh: 5; esBAF inh: -2; S100A4 inh HTS: 1; E-selectin induc: 0.0; RAD52 anneal inh: -6; RAD54 branch: 1; XiGFP reactiv: 0.2; ERAP1 inh: 4

What do the screens show for `CCOc1ccc(C(=O)NCCc2cnc[nH]2)cc1OCC`?
ERp5 inh: -2; esBAF inh: -9; S100A4 inh HTS: -1; E-selectin induc: -0.3; RAD52 anneal inh: -7; RAD54 branch: -7; XiGFP reactiv: 0.0; ERAP1 inh: -1

Results for CC(=O)Nc1ccc(S(=O)(=O)N(C)CC(=O)OCC(=O)c2cc(C)n(-c3ccc4c(c3)OCO4)c2C)cc1 ?
ERp5 inh: 2; esBAF inh: 0; S100A4 inh HTS: 1; E-selectin induc: -0.1; RAD52 anneal inh: -26; RAD54 branch: -12; XiGFP reactiv: 0.2; ERAP1 inh: -1

What do the screens show for `C[C@@H]1CN([C@H](C)CO)C(=O)c2cccc(NC(=O)C3CC3)c2O[C@H]1CN(C)Cc1ccc(Cl)c(Cl)c1`?
ERp5 inh: 7; esBAF inh: -2; S100A4 inh HTS: -3; E-selectin induc: -0.5; RAD52 anneal inh: 3; RAD54 branch: -3; XiGFP reactiv: 0.0; ERAP1 inh: 0

What do the screens show for `CO[C@@H]1CN(C)C(=O)c2cc(NC(=O)c3ccc4c(c3)OCO4)ccc2OC[C@H](C)N(CC2CC2)C[C@H]1C`?
ERp5 inh: -1; esBAF inh: 3; S100A4 inh HTS: 10; E-selectin induc: -0.3; RAD52 anneal inh: 13; RAD54 branch: -1; XiGFP reactiv: -0.1; ERAP1 inh: -1

What do the screens show for `COc1ccc(NC(=O)c2cc(C)nc3ccccc23)cc1S(=O)(=O)Nc1ccccc1Cl`?
ERp5 inh: -2; esBAF inh: -2; S100A4 inh HTS: -10; RAD52 anneal inh: -7; RAD54 branch: 1; XiGFP reactiv: 0.1; ERAP1 inh: 0

Results for COc1ccc(/C=C/C2=Nc3ccccc3NC(C)(C)C2)cc1OC ?
ERp5 inh: 2; esBAF inh: 44*; S100A4 inh HTS: 2; RAD52 anneal inh: -28; XiGFP reactiv: 0.1; ERAP1 inh: 2

Results for CCCC(=O)Nc1ccc(S(=O)(=O)N2CCOCC2)cc1 ?
ERp5 inh: 0; esBAF inh: -5; S100A4 inh HTS: -11; RAD52 anneal inh: -10; RAD54 branch: -8; ERAP1 inh: -1

Results for NS(=O)(=O)c1ccc(N2C(=O)C(=O)/C(=C(/O)c3ccccc3)C2c2ccc(Cl)cc2)cc1 (configuration not stated) ?
ERp5 inh: 1; S100A4 inh HTS: 12; E-selectin induc: 1.4; RAD52 anneal inh: -13; RAD54 branch: -6; XiGFP reactiv: 0.3; ERAP1 inh: 4

How did CCc1nnc(NC(=O)CCS(=O)(=O)c2ccccc2)s1 do in these assays?
ERp5 inh: 3; esBAF inh: -2; S100A4 inh HTS: -4; RAD52 anneal inh: -20; RAD54 branch: -6; XiGFP reactiv: 0.6; ERAP1 inh: -5

How did CSc1nc(C)c(CCOCc2ccc(F)cc2)c(=O)[nH]1 do in these assays?
ERp5 inh: 2; S100A4 inh HTS: 7; E-selectin induc: 20; RAD52 anneal inh: -9; XiGFP reactiv: 0.0; ERAP1 inh: 0

Results for CN(C)C(=O)C[C@@H]1CC[C@H]2[C@@H](COC[C@@H](O)CN2CC2CCCCC2)O1 ?
ERp5 inh: -5; esBAF inh: -5; S100A4 inh HTS: 12; E-selectin induc: 0.0; RAD52 anneal inh: 5; RAD54 branch: -13; XiGFP reactiv: -0.1; ERAP1 inh: 0

What do the screens show for `O=C(C[C@H]1CC[C@H]2[C@@H](COC[C@@H](O)CN2Cc2cccc(Cl)c2)O1)N1CCCCC1`?
ERp5 inh: -1; esBAF inh: 10; S100A4 inh HTS: 3; E-selectin induc: 0.0; RAD52 anneal inh: 5; RAD54 branch: -2; XiGFP reactiv: 0.1; ERAP1 inh: -3

What do the screens show for `Cc1csc(=O)n1CC(=O)Nc1nc2ccccc2s1`?
ERp5 inh: 3; esBAF inh: 16; S100A4 inh HTS: -4; RAD52 anneal inh: -5; RAD54 branch: 1; XiGFP reactiv: -0.1; ERAP1 inh: -3

Results for COCCNC(=O)C(c1ccc(F)cc1)N(Cc1cccs1)C(=O)CCC(=O)Nc1ccccn1 (configuration not stated) ?
ERp5 inh: -1; esBAF inh: -1; S100A4 inh HTS: -2; RAD52 anneal inh: -8; RAD54 branch: -3; XiGFP reactiv: 0.2; ERAP1 inh: -3

What do the screens show for `Cc1ccc(NC(=O)CSc2n[nH]c(-c3cccnc3)n2)c(Br)c1`?
ERp5 inh: 0; esBAF inh: 1; S100A4 inh HTS: -1; RAD52 anneal inh: -4; RAD54 branch: 3; XiGFP reactiv: 0.0; ERAP1 inh: 0

How did COc1ccccc1NC(=O)NCCN1CCCCC1 do in these assays?
ERp5 inh: -2; esBAF inh: 9; S100A4 inh HTS: -64; E-selectin induc: 0.1; RAD52 anneal inh: -16; RAD54 branch: 6; XiGFP reactiv: 0.0; ERAP1 inh: 2

Reprinted at random: two entries already listed, in no set order.
What do the screens show for `COc1ccc(NC(=O)c2cc(C)nc3ccccc23)cc1S(=O)(=O)Nc1ccccc1Cl`?
ERp5 inh: -2; esBAF inh: -2; S100A4 inh HTS: -10; RAD52 anneal inh: -7; RAD54 branch: 1; XiGFP reactiv: 0.1; ERAP1 inh: 0

How did CSc1nc(C)c(CCOCc2ccc(F)cc2)c(=O)[nH]1 do in these assays?
ERp5 inh: 2; S100A4 inh HTS: 7; E-selectin induc: 20; RAD52 anneal inh: -9; XiGFP reactiv: 0.0; ERAP1 inh: 0
